# JMJD2A Tudor inh: inhibitors of human JMJD2A Tudor domain. O75164. AlphaScreen JMJD2A-Tudor / H3K4me3 peptide binding. Potency, µM (highest dose often 114 µM), without a hit: at the highest dose activity change, negative = inhibition, usual class: inhibitors. actives 4.4% (n = 390,000); further: on the % scale 0 is the no-effect control and ±100 the full control effect; nearly all actives have a fitted effect of over 50% in size
# POLI inh: DNA polymerase iota (human) inhibition. Q9UNA4. Pol iota fluorescent replication assay, 10 min. Potency, µM (highest dose often 115 µM), for inactives: at the top dose activity, negative = inhibition, hits mostly inhibitors. actives 1% (n = 390,000). AID 588590
#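 Fluorescent replication assay read twice, at 0 min and 10 min after adding 50 nM (final) substrate. Enzyme (10 nM) and compounds were first incubated 15 min at room temperature; enzyme-free buffer wells were negative controls.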
# BAZ2B inh: inhibitors of human BAZ2B bromodomain. Q9UIF8. AlphaScreen BAZ2B-H3K14Ac peptide displacement. Potency, µM (highest dose often 114 µM), for the others: top-dose activity change, negative = inhibition, most hits filed as inhibitors. actives 4.4% (n = 360,000). AID 504333; further: on the % scale 0 is the no-effect control and ±100 the full control effect; nearly all actives have a fitted effect of over 60% in size
#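 AlphaScreen luminescence quantifies BAZ2B engagement of H3K14Ac peptide; the protein and biotinylated peptide are both at 50 nM final, buffer PBS pH 7.4 with 0.01% Tween-20, all steps at room temperature.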
# Pol eta inh: blocks human DNA polymerase eta activity. recombinant Pol eta, fluorescent DNA replication assay. Potency, µM (series often up to 114 µM), inactives show top-dose activity change, negative = inhibition, hits mostly inhibitors. actives 1.2% (n = 390,000). AID 588591; further: on the % scale 0 is the no-effect control and ±100 the full control effect
#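 Pol eta (10 nM) was preincubated with compounds for 15 min at room temperature, after which fluorescent replication substrate (50 nM final) was added to start the reaction. Fluorescence was read kinetically at 0 and 10 min.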
# Pol beta inh: DNA polymerase beta (human) inhibition; Pol beta primer extension/strand displacement, fluorescence kinetic; Potency, µM (top dose mostly 114 µM), for the others: top-dose activity change, negative = inhibition, most hits filed as inhibitors; actives 1.3% (n = 340,000); further: on the % scale 0 is the no-effect control and ±100 the full control effect
#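 Human Pol beta at 10 nM; strand-displacement substrate 50 nM final. Compound exposure 15 min at room temperature before start, reaction 10 min at room temperature.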
# BLM helicase inh: blocks DNA unwinding by human BLM helicase; actives 0.2% (n = 350,000); recombinant BLM DNA unwinding, fluorescence dequenching; P54132; AID 2528; Potency, µM (titrated, usually from 56.1 µM), inactives show at the highest dose activity change, negative = inhibition, hits mostly inhibitors;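 further: plate controls were vehicle for no effect and no enzyme for full effect; nearly all actives have a fitted effect of over 35% in size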
# G9a inh: G9a (human) methyltransferase inhibition | actives 8.8% (n = 350,000) | AID 504332 | Potency, µM (top dose mostly 102 µM), without a hit: top-dose activity, negative = inhibition, usual class: inhibitors | Q96KQ7 | G9a H3K9 monomethylation, AlphaScreen, 2 h; further: on the % scale 0 is the no-effect control and ±100 the full control effect; nearly all actives have a fitted effect of over 75% in size
#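 Readings reflect AlphaScreen signal from monomethyl-H3K9 antibody detection. HMT at 20 nM; substrate b-H3K9 500 nM; cofactor SAM 20 uM; 2 h RT reaction; compounds tested as titrations in qHTS with 15 min preincubation.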
# Pol kappa inh: inhibitors of human DNA polymerase kappa; purified Pol kappa, fluorescent DNA synthesis assay, 10 min; Potency, µM (series often up to 107 µM), for inactives: top-dose activity, negative = inhibition, actives largely listed as inhibitors; actives 0.53% (n = 400,000); AID 588579; further: on the % scale 0 is the no-effect control and ±100 the full control effect
# Target sequence (Q9UBT6 whole entry, looked up): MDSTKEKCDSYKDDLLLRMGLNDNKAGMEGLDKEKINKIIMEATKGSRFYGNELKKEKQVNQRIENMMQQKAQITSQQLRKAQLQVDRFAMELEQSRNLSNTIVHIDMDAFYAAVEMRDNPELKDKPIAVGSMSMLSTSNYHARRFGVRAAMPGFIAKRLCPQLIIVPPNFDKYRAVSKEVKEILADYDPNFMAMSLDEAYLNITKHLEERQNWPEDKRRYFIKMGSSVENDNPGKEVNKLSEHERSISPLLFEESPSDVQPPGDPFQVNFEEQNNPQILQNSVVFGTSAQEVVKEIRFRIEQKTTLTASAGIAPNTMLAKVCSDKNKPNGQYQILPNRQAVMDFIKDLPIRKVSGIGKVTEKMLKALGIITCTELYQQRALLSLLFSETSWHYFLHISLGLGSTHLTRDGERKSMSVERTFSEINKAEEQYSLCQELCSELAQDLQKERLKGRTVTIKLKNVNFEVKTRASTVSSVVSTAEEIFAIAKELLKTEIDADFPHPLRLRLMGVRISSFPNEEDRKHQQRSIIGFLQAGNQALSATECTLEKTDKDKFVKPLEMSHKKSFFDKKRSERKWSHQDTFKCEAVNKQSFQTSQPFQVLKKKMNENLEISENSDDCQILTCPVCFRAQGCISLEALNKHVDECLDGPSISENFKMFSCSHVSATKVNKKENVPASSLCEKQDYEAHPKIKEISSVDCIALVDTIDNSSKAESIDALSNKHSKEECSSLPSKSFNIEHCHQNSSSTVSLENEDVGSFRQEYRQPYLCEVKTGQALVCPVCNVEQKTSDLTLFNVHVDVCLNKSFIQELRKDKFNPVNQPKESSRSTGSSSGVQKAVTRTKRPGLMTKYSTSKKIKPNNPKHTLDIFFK
#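 First, compounds were pin-transferred onto 10 nM Pol kappa. After 15 min at room temperature, substrate was added to 50 nM final. Fluorescence was then measured kinetically at 0 and 10 min.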
# APEX1 inh: APE1 (human) endonuclease inhibition; Potency, µM (series often up to 65.8 µM), for inactives: at the top dose activity change, negative = inhibition, hits mostly inhibitors; AID 2517; recombinant APE1, TAMRA/BHQ-2 abasic DNA cleavage fluorescence; actives 0.35% (n = 350,000);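 further: plate controls were vehicle for no effect and reference inhibitor for full effect; nearly all actives have a fitted effect of over 55% in size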
#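 0.75 nM APE1 + cpd, 15 min RT; start w/ 50 nM TAMRA/BHQ-2 THF-abasic dsDNA; kinetic fluor 525/598 nm ×3 reads @60 s; Δ(read3−read1); normalized to DMSO and NSC13755 control wells.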
# An asterisk follows results filed as active; ? = inconclusive; . = not tested or not shown; & = joins results of further samples; [ ] = another dose, or the depositor's remark. The call rests on the fitted dose curve; in most records, active means well fitted curve in the direction sought with a large enough effect; inconclusive means small, poorly fitted or top-dose-only effect, or another doubt; inactive means no such curve, though single readings can be large; an effect the other way counts as inactive or inconclusive. Potency means the concentration at half of the fitted maximal effect. A portion of the library. The share of hits here may be higher or lower than overall.
# The opening two entries, ahead of the listing:
# Order of results: JMJD2A Tudor inh	POLI inh	BAZ2B inh	Pol eta inh	Pol beta inh	BLM helicase inh	G9a inh	Pol kappa inh	APEX1 inh
- Cc1ccc(-c2nn(CC(=O)NCc3ccco3)c(=O)c3ccccc23)cc1
→ 7%	1%	47%[activator]	-9%	9%	3%	-30%[59 µM]	-4%	4%
- CN(C(=O)Cn1c(=O)n(Cc2ccc(C(=O)NCc3ccc4c(c3)OCO4)cc2)c(=O)c2ccccc21)c1ccccc1
→ -20%	16%	-3%	-10%	-10%	-4%	1%[59 µM]	11%	.

# The list itself, previewed entries included:
# Order of results: JMJD2A Tudor inh	POLI inh	BAZ2B inh	Pol eta inh	Pol beta inh	BLM helicase inh	G9a inh	Pol kappa inh	APEX1 inh
- Cc1ccc(-c2nn(CC(=O)NCc3ccco3)c(=O)c3ccccc23)cc1
→ 7%	1%	47%[activator]	-9%	9%	3%	-30%[59 µM]	-4%	4%
- CN(C(=O)Cn1c(=O)n(Cc2ccc(C(=O)NCc3ccc4c(c3)OCO4)cc2)c(=O)c2ccccc21)c1ccccc1
→ -20%	16%	-3%	-10%	-10%	-4%	1%[59 µM]	11%	.
- COc1cc(OC)cc(C2=NCCN2)c1
→ -1%	29%	-3%	-10%	2%	1%	4%	-10%	0%
- NC(=O)c1ccc[n+](CC(=O)NCc2ccc(Cl)cc2)c1
→ -15%	86%[activator]	-1%	3%	21%	-1%	17%	-2%	0%
- COc1ccc(NS(=O)(=O)c2ccc(N3CCOCC3)c(NC(=O)c3ccccc3Br)c2)cc1
→ -23%	-8%	-10%	-10%	?	-10%	.	-24%	-8%
- CCc1nnc(NC(=O)Cc2sc(C)nc2-c2ccc(C)cc2)s1
→ -10%	91%[activator]	-18%	6%	11%	-1%	-5%	-12%	7%
- O=C(Nc1ccccc1)c1nc2ccccc2s1
→ 11%	6%	36%	-18%	-2%	-2%	-3%[59 µM]	-5%	-2%
- COc1cc(/C=C/C(=O)NCCn2c(C)cc3ccccc32)cc(OC)c1OC
→ ?	-22%	?	-13%	0%	-4%	-17%	-18%	-2%
- O=C(Nc1cc(Cl)ccc1-n1cncn1)c1cc(S(=O)(=O)N2CCOCC2)ccc1F
→ 2%	-11%	-5%	-14%	2%	-2%	6%	10%	31%
- O=C(CN1CCCCCC1)Nc1nc2ccccc2s1
→ 22µM*	36%[activator]	.	-16%	.	.	.	1%	.
- O=C(COc1ccc(Cl)cc1)Nc1cccc(S(=O)(=O)NCc2ccco2)c1
→ -20%	-7%	-7%	-20%	.	.	-4%[12.7 µM]	6%	-25%
- CC(S)C(=O)NCC(=O)O (configuration not stated)
→ .	.	.	.	.	-6%	23%[59 µM]	-4%[60.1 µM]	-7%
- COc1cccc(CC(NC(C)=O)C(=O)NC2CCN(C(=O)C3CC3)CC2)c1OC (configuration not stated)
→ -4%	-13%	-12%	-9%	38%	3%	.	2%	14%
- NC(=O)Cc1ccc2sc(-c3ccccc3)nc2c1
→ -15%	-12%	2%	-9%	42%	0%	-9%[59 µM]	-3%	2%
- O=C(COc1cc(F)ccc1[N+](=O)[O-])NCC1CCCO1 (configuration not stated)
→ 4%	3%	.	-11%	.	.	.	5%	-6%
- COc1ccc(Cl)cc1S(=O)(=O)N1CCC(C(=O)NC2CC2)CC1
→ -8%	28%	-1%	-4%	2%	1%	.	-16%	-4%
- O=C(Sc1ccccc1)c1cccc(Cn2cc(C(F)(F)F)ccc2=O)c1
→ 18%	?	4%	-8%	3%	-2%	13%	-7%	1%
- Cc1ccc(CNC(=O)N2CCN(c3ccc(C)cc3)CC2)cc1
→ -17%	?	-35%	-7%	23%	-3%	?	-1%	21%
- CCOC(=O)c1c(NC(=O)CSc2nnc(C)s2)sc2c1CCC(CC)C2 (configuration not stated)
→ -31%	7%	-18%	-8%	-27%	-14%	?	-14%	-1%
- O=C(Nc1cc(C(F)(F)F)ccc1-n1cncn1)c1cn2ccccc2n1
→ -29%	-12%	.	1%	.	.	.	3%	34%
- Cn1cc(C(=O)N/N=C/c2cccc([N+](=O)[O-])c2)c2ccccc21
→ -20%	33%[activator]	1%	2%	17%	-4%	3%	-7%	-1%
- O=C(Nc1ccc(Cl)cc1)c1ccc(-c2ccccn2)s1
→ -15%	-13%	11%	4%	-11%	-2%	31%	-1%	-7%
- C=CCOc1ccc(-c2nc3c(c(=O)[nH]c(=O)n3CCC)n2CCCC)cc1
→ -12%	134%[activator]	5%	-17%	9%	-4%	-9%	-12%	42%
- Cc1ccc(/C(O)=C2\C(=O)C(=O)N(CC(C)O)C2c2ccccn2)cc1 (configuration not stated)
→ 35µM*	105%[activator]	19%	-2%	1%	-3%	.	-7%	2%
- CC(=O)c1ccc(NC(=O)CSc2nnc3ccc(-c4ccccn4)nn23)cc1
→ -3%	47%[activator]	-12%	-6%	.	.	9%	-15%	44%
- COc1ccc(C2C=C(c3ccc(C)cc3)Nc3c(C(=O)Nc4ccccc4)cnn32)cc1 (configuration not stated)
→ 42%[activator]	?	22%	-12%	35%	-6%	32%[59 µM]	?	.
- CCOc1cc(/C=C2/SC(=S)N(Cc3ccccc3)C2=O)ccc1O
→ 50µM*	?	22µM*	?	?	-19%	45µM*	-24%	6%
- Cc1ccc(NC(=O)CN2C(=O)COc3ccc(S(=O)(=O)N4CCOCC4)cc32)cc1N(C)C
→ -4%&-4%	60%&11%[activator]	-17%&-14%	-6%&-15%	-23%&28%	-5%&2%	18%&2%[59 µM]	7%&4%	47%
- Cc1cc2ccccn2c1C(=O)c1nc(N2CCOCC2)ncc1Cl
→ ?	-11%	?	-5%	3%	-4%	71µM*	1%	0%
- CC(C(=O)NNS(=O)(=O)c1cccc(C(F)(F)F)c1)n1nnc(N2CCOCC2)n1 (configuration not stated)
→ 14µM*	18%	-16%	-16%	33%[activator]	-4%	32µM*	12%	-4%
- O=C(CSc1nnc(-c2ccccc2Cl)o1)Nc1ccccn1
→ 3%	23%	-9%	6%	16%	-2%	.	11%	15%
- Cc1ccc(OCCCCn2c(-c3ccc(Cl)cc3)nc3ccccc3c2=O)cc1
→ 31%	-11%	23%	3%	10%	-6%	-18%[59 µM]	-5%	.
- Cc1c(/C=C(\C#N)c2nn(-c3ccccc3)c(N)c2C#N)c2ccccc2n1Cc1ccc(F)cc1
→ -26%	10%	-26%	-2%	0%	-1%	-14%[59 µM]	-4%	-5%
- CCOC(=O)c1c[nH]c(=S)n1C
→ 32µM*	-14%	-22%	8%	-14%	-5%	22µM*	-2%	-2%
- COc1ccc(N2CC(NC(=O)COc3ccc4ccccc4c3)CC2=O)cc1 (configuration not stated)
→ -25%	15%	-2%	-24%	4%	3%	-3%[59 µM]	-7%[60.1 µM]	.
- CCCN(CCC)C(=O)c1oc2ccccc2c1NC(=O)Cc1cccc(OC)c1
→ 46%[activator]	-1%	-3%	-4%	4%	-4%	45%	-9%	26%
- c1ccc(-n2ncc3c(NCCN4CCCCC4)ncnc32)cc1
→ 4%	12%	?	-8%	30%	-11%	45µM*	-6%	2%
- CC(=O)NC1=NC(=O)CS1
→ 8%	3%	10%	-19%	42%[activator]	-3%	26%[59 µM]	-4%	-2%
- O=C(O)CCCCCNC(=O)c1ccc(C(=O)NCCCCCC(=O)O)cc1
→ -15%	27%	-4%	-19%	-1%	0%	6%	6%	8%
- N#Cc1ccc(-c2ccc(F)cc2)nc1SCC(=O)Nc1sc2c(c1C#N)CCC2
→ -7%	?	-10%	?	-9%	-1%	9%[59 µM]	-38%	-6%
- COc1ccc2c(c1)c(CC(=O)Nc1cc(C)c(OC)c(C)c1)c(C)n2C(=O)c1ccc(Cl)cc1
→ 0%	-6%	-12%	.	18%	-4%	-6%[59 µM]	-15%	.
- COc1cc2[nH]c(=O)n(CCC(=O)N3CCc4ccccc4C3)c(=O)c2cc1OC
→ -15%	?	13%	6%	7%	-3%	12%[12.7 µM]	-5%	9%
- CC1CC(=O)Nc2ccccc2N1C(=O)CN1CCN(C=O)CC1 (configuration not stated)
→ 1%	80%[activator]	-10%	-21%	0%	-4%	1%	6%	-5%
- COc1ccc(OC)c(/C=N/NC(=O)CSc2nnc(C)n2-c2ccccc2)c1
→ -7%	7%	-17%	-3%	-2%	-17%	9%[0.0925 µM]	-16%	16%
- CCOc1ccc(NC(=O)NC(C)c2ccc3c(c2)OCO3)cc1 (configuration not stated)
→ -16%	2%	-37%	-18%	15%	-4%	20%	-1%	26%
- CCN(CC)c1cc(Cl)c2nonc2c1N
→ ?	60%[activator]	?	-1%	-11%	-8%	32µM*	-20%	-4%
- CCOc1ccc(NC(=S)NNC(=O)CC(C)O)cc1 (configuration not stated)
→ -20%	25%	-4%	1%	28%	-3%	?	-4%	4%
- O=C1c2oc3ccccc3c(=O)c2C(c2cccnc2)N1CCCN1CCOCC1 (configuration not stated)
→ -5%	17%	1%	-10%	-15%	-1%	-40%[59 µM]	0%	-1%
- C=CCOc1ccc(C(=O)c2ccccc2)c(OCC(=O)NC2(C#N)CCCC2)c1
→ -12%	118%[activator]	-1%	-12%	-2%	-10%	-1%	-18%	11%
- CCCn1c(=O)c2ccccc2n2c(Sc3nnnn3-c3ccccc3)nnc12
→ -9%	-1%	2%	-8%	1%	0%	3%[59 µM]	8%	3%
- COCc1cc(C)nc(N2CCc3ccccc32)c1C#N
→ 33%	?	14%	-1%	12%	-4%	52%[activator][59 µM]	-8%	1%
- CCC(=O)Nc1cccc(C2=NOC3(C2)C[C@@H](C(N)=O)N(C(=O)c2ccc(OC)cc2)C3)c1 (some centres not stated)
→ -14%	12%	1%	-17%	30%	-1%	16%[12.7 µM]	-17%	13%
- Cc1ccc(NC(=O)COC(=O)C(NS(=O)(=O)c2ccc(Cl)cc2)C(C)O)cc1 (configuration not stated)
→ -11%	-3%	6%	-13%	?	-3%	26%[59 µM]	4%	-1%
- COc1ccc(C(=O)Nc2ccc(Oc3nc(C)nc4sc(-c5ccccc5)cc34)cc2)cc1OC
→ -9%	-13%	-8%	-2%	-3%	5%	-5%[59 µM]	-9%	-3%
- Cc1cccc(Oc2ccc(NC(=O)C3=CC=CN4CCS(=O)(=O)N=C34)cc2)c1
→ -30%	36%[activator]	-11%	?	.	.	-7%[12.7 µM]	-13%	1%
- COc1ccc(OCCC(=O)OCC(=O)Nc2ccc(Br)cc2)cc1
→ 3%	-2%	2%	-9%	23%	2%	20%[59 µM]	5%	2%

# Source: PubChem BioAssay
